SMARCA2 act – activators of SMARCA2 function; MG213 cells, MMTV-luciferase reporter, dexamethasone, overnight; activation, % at 9.1 µM; 1% of 370,000 active; AID 652017; in the data active means activation above about 7.8%;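 further: 0% = vehicle wells and 100% = reference activator wells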
DAX1 inh-1 – inhibitors of human orphan nuclear receptor DAX1 (NR0B1). HEK293 Gal4-DAX1 luciferase reporter, luminescence. inhibition, % at 6.75 µM. 0.99% of 340,000 active. AID 504766;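 active means inhibition above the mean over all tested compounds plus 3 SD, cut at about 4.2% in these data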;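 further: 0% = DAX1-transfected cells with DMSO and 100% = empty-vector control cells with DMSO; inhibition shows as a rise in luminescence from relieved DAX1 repression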
DAX1 inh-2 – DAX1 (NR0B1) inhibition, primary screen; inhibition, % at 6.8 µM; AID 652010; 1.1% of 370,000 active; HEK293T StAR-luciferase reporter, SF-1/DAX-1 repression relief;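 active means inhibition above the mean over all tested compounds plus 3 SD, cut at about 3.6% in these data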;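 further: 0% = DAX-1 cells with DMSO and 100% = cells lacking DAX-1 with DMSO; higher inhibition means more luminescence from relief of DAX-1 repression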
NPR2 activator – GC-B (human) receptor activation; P20594; HEK293-GC-B cells, CNP EC30, cGMP TR-FRET; 0% at EC30 CNP, 100% saturating CNP; activation, % at 10 µM; 0.11% of 370,000 active;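 active means activation at 10 µM reaching about 35% in either raw or pattern-adjusted values, limit read from the data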
Target sequence (P20594 whole entry, looked up): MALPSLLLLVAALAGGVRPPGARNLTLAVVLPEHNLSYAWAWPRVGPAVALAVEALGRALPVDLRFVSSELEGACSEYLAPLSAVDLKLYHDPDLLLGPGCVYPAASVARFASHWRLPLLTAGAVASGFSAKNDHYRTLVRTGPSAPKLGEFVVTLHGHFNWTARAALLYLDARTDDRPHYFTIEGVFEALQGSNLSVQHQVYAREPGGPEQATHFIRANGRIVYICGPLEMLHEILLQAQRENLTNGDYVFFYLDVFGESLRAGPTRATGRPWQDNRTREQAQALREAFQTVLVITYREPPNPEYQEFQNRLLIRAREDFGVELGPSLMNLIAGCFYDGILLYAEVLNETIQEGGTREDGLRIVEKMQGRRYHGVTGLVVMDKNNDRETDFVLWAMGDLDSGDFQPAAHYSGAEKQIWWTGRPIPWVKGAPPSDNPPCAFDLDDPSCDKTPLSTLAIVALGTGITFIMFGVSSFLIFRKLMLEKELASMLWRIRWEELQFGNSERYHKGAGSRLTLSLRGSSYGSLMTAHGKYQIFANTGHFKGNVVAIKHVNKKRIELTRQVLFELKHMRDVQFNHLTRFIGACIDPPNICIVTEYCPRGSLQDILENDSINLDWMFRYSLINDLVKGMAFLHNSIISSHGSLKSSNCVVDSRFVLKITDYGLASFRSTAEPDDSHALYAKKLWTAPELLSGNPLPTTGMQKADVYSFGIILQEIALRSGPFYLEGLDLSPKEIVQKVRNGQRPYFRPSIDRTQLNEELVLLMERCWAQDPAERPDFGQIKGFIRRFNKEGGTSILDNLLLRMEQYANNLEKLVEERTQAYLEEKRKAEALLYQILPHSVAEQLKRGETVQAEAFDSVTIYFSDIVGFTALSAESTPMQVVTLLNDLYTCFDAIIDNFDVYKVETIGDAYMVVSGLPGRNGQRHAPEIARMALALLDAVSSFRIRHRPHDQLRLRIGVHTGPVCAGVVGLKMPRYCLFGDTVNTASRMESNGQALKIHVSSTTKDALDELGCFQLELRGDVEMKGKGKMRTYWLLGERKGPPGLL
FXN GAA850 act – frataxin GAA850 promoter activation; HEK293 lucGAA850 FXN promoter luciferase reporter, 24 h; percent of 10 µM SAHA response; activation, % at 6 µM; 0.56% of 360,000 active;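 active means activation above the average of all compounds screened plus 3 SD, cutoff fixed separately per campaign, cut at about 7.5% in these data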;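 further: 0% = DMSO wells and 100% = 10 µM SAHA wells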
KLK7 zymogen act – proKLK7 (human) activation, primary screen | P49862 | purified proKLK7, EDANS-DABCYL substrate fluorescence; 100% is mature enzyme control, 0% vehicle | activation, % at 7 µM | 0.9% of 370,000 active | AID 652039;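 active means activation above the mean of all tested compounds plus 3 SD, computed per campaign excluding outliers beyond control limits, cut at about 13% in these data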
sPLA2-III inh – Inhibits HGIII-sPLA2 liposome hydrolysis, primary screen | Q9NZ20 | QFRET BODIPY PC-A2 liposome hydrolysis, fluorescence | inhibition, % at 12.2 µM | 0.56% of 370,000 active;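 active means inhibition above mean plus 3 SD of compounds lying within the high and low control bounds, cut at about 19% in these data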;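 further: 0% = median of test compound wells and 100% = no enzyme DMSO wells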
hcDAF-12 act – H. contortus DAF-12 activation, primary screen; HEK293 hcDAF-12 lit1-tk-luc reporter, luminescence; 0% DMSO, 100% Δ7-dafachronic acid; activation, % at 6.8 µM; 1.4% of 370,000 active;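 active means activation above the mean of all tested compounds plus 3 SD, cut at about 5.5% in these data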;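 further: 100% = response to 3 µM Δ7-dafachronic acid high control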
NPR1 activator – GC-A (human) enzyme activation. P16066. 0.14% of 370,000 active. HEK293 GC-A cells, cGMP TR-FRET, EC30 ANP; 0% at EC30 ANP, 100% saturating ANP. activation, % at 10 µM; in the data active means activation above about 40%
ssDAF-12 act – S. stercoralis DAF-12 activation, primary screen; AID 652126; 1% of 370,000 active; activation, % at 6.8 µM; HEK293 ssDAF-12/GRIP1 lit1-tk-luc reporter, luminescence; % of 3 µM dafachronic acid response;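 active means activation above the mean over all tested compounds plus 3 SD, cut at about 0.9% in these data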;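 further: 0% = DMSO-only wells and 100% = 3 µM delta7-dafachronic acid wells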
hgDAF12 agonist – activates the H. glycines DAF-12 receptor ligand-binding domain; HEK293 GAL4-hgDAF12 UAS-luciferase reporter, agonist luminescence; normalized to butyrate control; activation, % at 6.8 µM; 1.8% of 370,000 active;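 active means activation above a cutoff set at the mean of all screened compounds plus 3 SD, cut at about 10% in these data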;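 further: 0% = DMSO wells and 100% = sodium butyrate wells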
* marks the source's active call; other numbers are inactive results; . = no result given.

Every second line gives: SMARCA2 act	DAX1 inh-1	DAX1 inh-2	NPR2 activator	FXN GAA850 act	KLK7 zymogen act	sPLA2-III inh	hcDAF-12 act	NPR1 activator	ssDAF-12 act	hgDAF12 agonist
> Clc1ccc(C2=NCCN2)cc1
→ -0.6	0.8	0.1	4.0	-0.1	0.4	3.5	0.5	3.0	-0.4	0.2
> CCOC(=O)Cn1c(=O)oc2cc(S(=O)(=O)N3CCC(N4CCCCC4)CC3)ccc21
→ -0.1	1.1	2.6	3.3	-0.3	0.4	-3.4	1.8	6.1	-1.2	-1.1
> COc1cc(CO)c(OC)c([N+](=O)[O-])c1
→ 1.3	1.7	-0.6	3.6	0.2	0.1	0.5	0.0	-0.2	-0.6	1.7
> O=C(NC(N1CCCC1)C(Cl)(Cl)Cl)c1ccccc1 (stereo unspecified)
→ -0.7	0.8	-0.4	1.1	1.1	-0.6	1.0	0.5	2.2	-0.3	0.8
> Cc1ccc(C(=O)Nc2cc(C(F)(F)F)ccc2N2CCCCC2)cc1[N+](=O)[O-]
→ -4.2	1.0	0.9	-0.3	-0.4	-0.9	4.4	-1.2	2.9	-1.2	-1.0
> O=C(Nc1nnc(C2=COCCO2)o1)c1ccc([N+](=O)[O-])s1
→ 0.2	0.4	-3.1	-1.8	-0.3	-0.6	-1.8	-0.6	-4.7	-0.7	2.2
> COc1ccc(CCC(=O)Nc2ccc(S(=O)(=O)N3CCOCC3)cc2)cc1
→ -2.6	0.1	-0.4	3.1	-1.4	-0.4	2.7	-1.5	5.4	-1.4	0.0
> Cc1ccc(NC2=NCC(=O)N2Cc2ccc3c(c2)OCO3)c(C)c1
→ 3.9	-0.4	-0.8	3.3	0.1	0.8	0.3	-0.8	-2.1	-0.6	-0.4
> CCN(CC)CCN(C(=O)CCOc1ccccc1)c1nc2c(F)cc(F)cc2s1
→ -0.7	2.9	-0.3	-1.3	0.3	0.2	2.6	-0.7	-4.6	-0.7	-0.3
> OCC1(CCc2ccccc2)CCN(C/C=C/c2ccccc2)CC1
→ 2.0	-0.5	0.5	-2.8	-0.4	0.6	-17.6	-1.1	-1.2	-0.4	1.6
> Cc1nn(CC(=O)OCC(=O)NCCc2ccc(F)cc2)c(C)c1[N+](=O)[O-]
→ -3.1	0.7	-0.4	3.3	0.9	0.5	7.5	0.0	0.1	0.5	0.7
> CC(C(=O)O)c1ccc(CC2CCCC2=O)cc1 (stereo unspecified)
→ 0.0	0.7	-0.3	1.6	-2.1	-0.3	5.1	-1.4	2.7	-1.1	2.8
> Cc1cccc(NC(=O)c2cnc3sccn3c2=O)n1
→ 6.1	0.5	1.1	1.0	2.6	0.3	2.6	1.0	1.0	-0.6	3.3
> COc1ccc(-c2sc(C(=O)c3ccc(Cl)cc3Cl)cc2CC(=O)O)cc1
→ -1.1	-1.2	-1.0	-17.5	-0.5	4.0	-14.9	-0.8	0.6	-1.4	2.4
> O=C1c2ccccc2C(=O)N1CNc1ccccc1
→ -0.4	0.3	-0.6	-0.9	-0.8	0.3	4.5	-1.3	0.4	-1.2	0.7
> CC1CCN(C(=O)C2CCC(CNS(=O)(=O)c3ccc4c(c3)C(C)(C)C(=O)N4C)CC2)CC1 (stereo unspecified)
→ -3.1	.	-0.7	0.0	-0.5	-0.5	-4.1	-2.2	2.0	-0.8	-2.1
> O=C(C[n+]1cc(-c2ccc(F)cc2)n2c1CCC2)Nc1nc(-c2ccccc2)cs1
→ -1.2	1.1	0.3	-11.5	-0.7	0.4	0.9	4.6	-0.4	-0.5	2.8
> O=C(NNC(=O)c1cccc(S(=O)(=O)N2CCCCC2)c1)c1ccccc1
→ 1.4	0.1	-0.7	-0.9	-1.3	0.1	-10.6	-0.5	1.9	-0.5	-2.5
> CN1CCN(c2ccc(NC(=O)Cc3ccccc3)cc2)CC1
→ 2.3	3.9	1.3	6.2	3.9	0.1	1.5	-3.0	-2.2	-0.6	5.7
> Cc1cc(/C=C2/NC(=O)NC2=O)c(C)n1-c1ccccn1
→ 4.4	0.5	1.3	2.5	3.4	1.2	-1.2	3.4	0.3	-0.4	1.4

Some of the entries above in another layout:
| smiles | SMARCA2 act | DAX1 inh-1 | DAX1 inh-2 | NPR2 activator | FXN GAA850 act | KLK7 zymogen act | sPLA2-III inh | hcDAF-12 act | NPR1 activator | ssDAF-12 act | hgDAF12 agonist |
| --- | --- | --- | --- | --- | --- | --- | --- | --- | --- | --- | --- |
| Clc1ccc(C2=NCCN2)cc1 | -0.6 | 0.8 | 0.1 | 4.0 | -0.1 | 0.4 | 3.5 | 0.5 | 3.0 | -0.4 | 0.2 |
| CCOC(=O)Cn1c(=O)oc2cc(S(=O)(=O)N3CCC(N4CCCCC4)CC3)ccc21 | -0.1 | 1.1 | 2.6 | 3.3 | -0.3 | 0.4 | -3.4 | 1.8 | 6.1 | -1.2 | -1.1 |
| COc1cc(CO)c(OC)c([N+](=O)[O-])c1 | 1.3 | 1.7 | -0.6 | 3.6 | 0.2 | 0.1 | 0.5 | 0.0 | -0.2 | -0.6 | 1.7 |
| O=C(NC(N1CCCC1)C(Cl)(Cl)Cl)c1ccccc1 (stereo unspecified) | -0.7 | 0.8 | -0.4 | 1.1 | 1.1 | -0.6 | 1.0 | 0.5 | 2.2 | -0.3 | 0.8 |
| Cc1ccc(C(=O)Nc2cc(C(F)(F)F)ccc2N2CCCCC2)cc1[N+](=O)[O-] | -4.2 | 1.0 | 0.9 | -0.3 | -0.4 | -0.9 | 4.4 | -1.2 | 2.9 | -1.2 | -1.0 |
| O=C(Nc1nnc(C2=COCCO2)o1)c1ccc([N+](=O)[O-])s1 | 0.2 | 0.4 | -3.1 | -1.8 | -0.3 | -0.6 | -1.8 | -0.6 | -4.7 | -0.7 | 2.2 |
| COc1ccc(CCC(=O)Nc2ccc(S(=O)(=O)N3CCOCC3)cc2)cc1 | -2.6 | 0.1 | -0.4 | 3.1 | -1.4 | -0.4 | 2.7 | -1.5 | 5.4 | -1.4 | 0.0 |
| Cc1ccc(NC2=NCC(=O)N2Cc2ccc3c(c2)OCO3)c(C)c1 | 3.9 | -0.4 | -0.8 | 3.3 | 0.1 | 0.8 | 0.3 | -0.8 | -2.1 | -0.6 | -0.4 |
| CCN(CC)CCN(C(=O)CCOc1ccccc1)c1nc2c(F)cc(F)cc2s1 | -0.7 | 2.9 | -0.3 | -1.3 | 0.3 | 0.2 | 2.6 | -0.7 | -4.6 | -0.7 | -0.3 |
| OCC1(CCc2ccccc2)CCN(C/C=C/c2ccccc2)CC1 | 2.0 | -0.5 | 0.5 | -2.8 | -0.4 | 0.6 | -17.6 | -1.1 | -1.2 | -0.4 | 1.6 |
| Cc1nn(CC(=O)OCC(=O)NCCc2ccc(F)cc2)c(C)c1[N+](=O)[O-] | -3.1 | 0.7 | -0.4 | 3.3 | 0.9 | 0.5 | 7.5 | 0.0 | 0.1 | 0.5 | 0.7 |
| CC(C(=O)O)c1ccc(CC2CCCC2=O)cc1 (stereo unspecified) | 0.0 | 0.7 | -0.3 | 1.6 | -2.1 | -0.3 | 5.1 | -1.4 | 2.7 | -1.1 | 2.8 |

(more compounds)
Every second line gives: SMARCA2 act	DAX1 inh-1	DAX1 inh-2	NPR2 activator	FXN GAA850 act	KLK7 zymogen act	sPLA2-III inh	hcDAF-12 act	NPR1 activator	ssDAF-12 act	hgDAF12 agonist
> CCn1nc(NC(=O)Cc2ccc(OC)cc2)c2cc3cc(C)ccc3nc21
→ -2.4	0.8	0.1	1.0	1.6	-0.5	3.1	0.4	6.1	-1.7	5.0
> COc1ccc2c(c1)c(C(=O)N/N=C/c1ccccc1Cl)c(C)n2C
→ -2.5	2.1	0.0	-11.3	0.1	0.6	-1.2	-2.6	-6.2	-1.5	1.1
> Cc1ccc(S(=O)(=O)N2[C@@H](c3ccc(Cl)cc3)C(C(=O)OC(C)(C)C)=CC[C@H]2c2ccc(Cl)c(Cl)c2)cc1
→ -3.7	.	-0.3	0.2	.	0.3	2.4	-2.0	-2.0	-1.1	2.6
> CC(=O)c1ccc2c(c1)Nc1ccccc1S2
→ 0.7	0.1	-0.3	-4.2	-1.2	-0.8	-4.4	-1.0	2.3	-1.4	-1.8
> COc1ccc(OC)c2c(=O)cc(C(=O)O)[nH]c12
→ -1.6	.	0.3	-0.5	-0.6	0.1	-1.3	-1.0	2.4	0.1	-0.7
> CCOC(=O)c1c(C)oc2ccc(OC(=O)c3cccs3)cc12
→ 2.0	-0.7	-0.1	-0.5	4.3	0.3	-1.9	-0.3	-4.9	-1.6	-3.8
> CCCCCCCN=C(C)c1ccccc1O
→ 0.1	1.3	0.7	3.2	-2.0	0.8	-4.1	0.6	-6.3	-1.8	-1.5
> O=C(Nc1ccccc1F)NC1CCCc2ccccc21 (stereo unspecified)
→ -6.2	0.2	-0.3	1.6	0.4	-0.7	15.3	-0.3	6.3	-1.5	2.7
> CCOC(=O)Cc1csc(SCC(=O)NC2CCCC2)n1
→ -0.2	0.0	-0.2	6.5	-0.7	-0.5	-3.0	0.7	2.2	-0.2	0.4
> COc1cc(S(=O)(=O)N2CCN(C(=O)c3cccs3)CC2)ccc1NC(C)=O
→ -2.5	0.3	1.3	1.3	0.5	-0.3	4.7	-0.5	1.5	-1.4	1.6
> CC(C)(C)NC(=O)CN1C(=O)NC(c2ccccc2)(c2ccccc2)C1=O
→ -4.5	0.2	0.0	-2.5	-1.7	0.1	10.7	1.6	-3.2	-0.7	-0.7
> O=C(COC(=O)C1CC2CCCC(C1)C2=O)c1cccc(Br)c1 (stereo unspecified)
→ -0.3	-0.4	-0.7	-1.5	-0.3	0.3	-1.4	-1.1	2.7	-0.8	3.6
> Cc1ccccc1NC(=O)[C@H]1CC(=O)O[C@@H]1c1ccccc1
→ -1.8	.	0.3	-4.4	.	0.3	3.9	-1.4	4.8	-1.6	1.9
> COC(=O)c1cccc(Oc2nc3c(c(=O)n(C)c(=O)n3C)n2Cc2ccc(C)cc2)c1
→ 5.7	0.5	0.2	6.2	1.1	0.3	13.8	0.4	2.7	-0.7	0.4
> CC(=O)N1CCc2c(sc(NC(=O)Cc3ccc(C)cc3C)c2C#N)C1
→ -1.6	0.5	-1.6	-4.4	-1.1	0.3	6.2	0.4	3.2	-1.0	1.6
> CCOc1ccc2[nH]c(=O)c(CN(CCO)Cc3nnnn3CCc3ccccc3)cc2c1
→ -3.4	-1.6	-0.8	-2.5	-5.1	5.6	-6.3	0.4	-6.0	-1.3	0.1
> CCNC(=O)NC(=O)CSc1ccccc1F
→ -1.0	-0.5	1.1	-0.4	-2.2	-0.3	7.7	3.7	4.3	-1.0	4.0
> CCOc1ccc(NC(=O)NCCCn2c(C)nc3cc(C)c(C)cc32)cc1
→ -1.8	-1.9	-1.7	-6.8	-0.3	-0.1	-12.1	-2.5	1.1	-1.1	-1.8
> Cc1nn(-c2ccccc2)c2sc(C(=O)NCC3CCCO3)cc12 (stereo unspecified)
→ -2.9	.	-1.7	2.9	.	1.1	-6.9	-0.4	6.1	-1.5	-0.5
> Cc1ccc(N2CC(C(N)=O)CC2=O)cc1C (stereo unspecified)
→ -3.7	0.2	-0.2	2.4	-0.1	-0.4	7.7	-1.4	-1.6	-1.1	-0.5
> O=C(NCCCn1ccnc1)NC(C(F)(F)F)C(F)(F)F
→ 0.7	1.9	0.5	-0.7	-0.1	-0.4	-4.5	-2.0	2.3	-1.2	-1.0

Compound activity from PubChem.
